Growth percent in the NCI-60 one-dose screen (48 h, 10 µM unless noted): 100 = growth as untreated, 0 = no growth, -100 = all killed.
DU-145: DU-145 prostate cancer. 4.2% of 81,000 active
OVCAR-5: OVCAR-5 ovarian cancer. 2.9% of 82,000 active
OVCAR-4: OVCAR-4 ovarian cancer cells | 3.7% of 80,000 active | AID 1794784
SK-OV-3: SK-OV-3 ovarian cancer cells | 3.2% of 80,000 active
OVCAR-3: OVCAR-3 ovarian cancer. 7% of 79,000 active. AID 1794787
NCI/ADR-RES: NCI/ADR-RES ovarian cells | 4.4% of 81,000 active
IGROV1: IGROV1 ovarian cancer; 4.7% of 79,000 active
OVCAR-8: OVCAR-8 ovarian cancer | 4.4% of 81,000 active | AID 1794782
* marks the source's active call; other numbers are inactive results; / = no result given; & = joins results of further samples. The calls were made as follows: active = growth percent below 10; inactive = the rest.

compound | DU-145 | OVCAR-5 | OVCAR-4 | SK-OV-3 | OVCAR-3 | NCI/ADR-RES | IGROV1 | OVCAR-8
C/C=C1/CN2CCC1CC2C(O)c1ccnc2ccc(O)cc12 (stereo unspecified) | 109 | 104 | 105 | 115 | 109 | 102 | 110 | 101
CCCCCOC(=O)c1ccccc1C(=O)OCCCCC | 93 | 94 | 102 | 115 | 92 | 99 | 32 | /
CC1CC2(C)C(CCC3C2CCC2(C)C(OP(=O)(N4CC4)N4CC4)CCC32)CC1=O (stereo unspecified) | 99 | 90 | 91 | 105 | 97 | 81 | 83 | 96
COc1ccc(/C=C\c2cc(OC)c(OC)c(OC)c2)cc1OCC(=O)Nc1nc2ccc(C(F)(F)F)cc2s1 | 0.7* | 94 | 57 | 11 | -52* | -12* | 19 | 17
COC(=O)[C@@]1(C)CC[C@]2(C)CC[C@]3(C)C4=CC(=O)c5c(cc(O)c(O)c5C)[C@]4(C)CC[C@@]3(C)[C@@H]2C1 | 67 | 119 | 47 | 58 | 48 | 63 | 51 | 60
O=C(/C=C/c1ccco1)c1nc2ccccc2n1Cc1ccc(F)cc1 | 57 | 89 | 48 | 86 | 46 | 72 | 53 | 70
O=C1NCCCCC1(Cl)Cl | 116 | 100 | 119 | 97 | 113 | 109 | 100 | 108
N#Cc1cccc(Cl)c1 | 111 | 89 | / | 104 | 115 | 102 | 100 | 97
CC1CCC2C(C)C3C(CC4C5CCC6CC(O)CCC6(C)C5CCC43C)N2C1 (stereo unspecified) | 98 | 103 | 89 | 98 | 100 | 92 | 97 | 100
CC1=CP(=O)(Oc2ccc([N+](=O)[O-])cc2)CC1 (stereo unspecified) | 113 | 97 | 111 | 103 | 113 | 101 | 118 | 101
CCOc1ccccc1C=C(C#N)C#N | 97 | 116 | 113 | 105 | 104 | 101 | 103 | 97
COC(=O)[C@@H](C)C[C@H](Cc1ccccc1)NC(=O)c1csc([C@@H](C[C@H](C(C)C)N(C)C(=O)[C@H](C)NC(=O)[C@H]2CCCN2C)OC(C)=O)n1 | 52 | 110 | 89 | 73 | 18 | 92 | 58 | 58
CCCNC(=O)C[C@@H](CCC(F)(F)F)C(=O)N[C@H]1N=C(c2ccccc2)c2ccccc2N(C)C1=O | 108 | 107 | 103 | 100 | 118 | 103 | 100 | 100
CN(C)CC(O)c1cn(C)c2ccccc12 (stereo unspecified) | 108 | / | 109 | 105 | 106 | 100 | 104 | 98
CC1=CC[C@@H]2[C@@H](C1)c1c(O)cc(C(C)(C)c3ccccc3)cc1OC2(C)C | 73 | 102 | 75 | 92 | 82 | 65 | 80 | 66
[Cl][Hg][c]1cc[c]([Hg][Cl])o1 | 71 | 122 | 80 | 95 | -1.7* | 69 | 16 | 65
CN(C)CC1CCCCC1=O (stereo unspecified) | 109&109 | 99&106 | 106&104 | 110&107 | 116&109 | 107&105 | 102&111 | 107&104
NC(=O)OC1CCCCC1 | 127 | 105 | 105 | 119 | 105 | 116 | 107 | 112
C#CC1(O)CCC2C3CCC4=CC(=O)CCC4=C3C=CC21C (stereo unspecified) | 104 | 92 | 100 | 114 | 92 | 106 | 124 | 98
Cc1ccc[n+](CCCC[n+]2cccc(C)c2)c1 | 114 | 114 | / | / | 110 | 114 | 107 | 108
O=C([O][Hg][CH2]C1OCCOC1[CH2][Hg][O]C(=O)c1ccccc1)c1ccccc1 (stereo unspecified) | 90 | 112 | -89* | 122 | -98* | 29 | 46 | 90
CC(=O)C1(C)CCOC1=O (stereo unspecified) | 110 | 101 | 103 | 98 | 106 | 105 | 93 | 102
Cc1c(C)c([N+](=O)[O-])c(C)c(C)c1[N+](=O)[O-] | 108 | 94 | 98 | 117 | 118 | 107 | / | 96
COc1cc2c(cc1OC)[C@@H]1C(=O)c3ccc4c(c3O[C@@H]1CO2)C[C@H](C(C)C)O4 | 85 | 94 | 42 | 76 | 83 | 35 | 82 | 55
Nc1nc(N)c(-c2ccc(Cl)cc2)c(COc2ccc(NC(=O)Nc3cccc(S(=O)(=O)F)c3)cc2)n1 | 109 | 109 | 90 | 103 | 110 | 113 | 109 | 93

Next section; the last 6 above are carried over.
compound | DU-145 | OVCAR-5 | OVCAR-4 | SK-OV-3 | OVCAR-3 | NCI/ADR-RES | IGROV1 | OVCAR-8
Cc1ccc[n+](CCCC[n+]2cccc(C)c2)c1 | 114 | 114 | / | / | 110 | 114 | 107 | 108
O=C([O][Hg][CH2]C1OCCOC1[CH2][Hg][O]C(=O)c1ccccc1)c1ccccc1 (stereo unspecified) | 90 | 112 | -89* | 122 | -98* | 29 | 46 | 90
CC(=O)C1(C)CCOC1=O (stereo unspecified) | 110 | 101 | 103 | 98 | 106 | 105 | 93 | 102
Cc1c(C)c([N+](=O)[O-])c(C)c(C)c1[N+](=O)[O-] | 108 | 94 | 98 | 117 | 118 | 107 | / | 96
COc1cc2c(cc1OC)[C@@H]1C(=O)c3ccc4c(c3O[C@@H]1CO2)C[C@H](C(C)C)O4 | 85 | 94 | 42 | 76 | 83 | 35 | 82 | 55
Nc1nc(N)c(-c2ccc(Cl)cc2)c(COc2ccc(NC(=O)Nc3cccc(S(=O)(=O)F)c3)cc2)n1 | 109 | 109 | 90 | 103 | 110 | 113 | 109 | 93
Oc1ccc(Cl)cc1Cl | 126 | 107 | 117 | 104 | 124 | 100 | 125 | 104
CNC(=O)Oc1ccc(C)cc1OC | 113 | 106 | 101 | 106 | 109 | 99 | 112 | 97
O=C(Cc1ccc(-c2ccc3c(=O)cc(N4CCOCC4)oc3c2)cc1)N1CCN(CCN2CCOCC2)CC1 | 106 | 93 | 89 | 95 | 100 | 106 | 91 | 102
NC(c1ccccc1)C(O)c1ccccc1 (stereo unspecified) | 123&116 | 104&104 | / | 109&112 | 118&115 | 123&108 | 117&108 | 89&105
[Br][Pb]([c]1ccccc1)([c]1ccccc1)[c]1ccccc1 | -97* | -93* | -100* | -100* | -99* | -72* | -51* | -100*
C=CC(O)CN1CC1 (stereo unspecified) | 115 | 104 | 91 | 111 | 106 | 99 | 120 | 101
C=CC1CC=CCC1 (stereo unspecified) | 108 | 94 | 104 | 99 | 117 | 107 | 105 | 93
CCOC(=O)N(N=O)c1ccccc1 | 119 | 106 | 109 | 106 | 124 | 120 | 134 | 103
O=C(CBr)OCCCl | 116 | 105 | 109 | 119 | 112 | 118 | 109 | 101
CCc1ccccc1-n1c(C)nc2ccccc2c1=O | 101 | 102 | 94 | 92 | 110 | 92 | 104 | 106
CC1(O)c2cccc(O)c2C(O)=C2C(=O)C3(O)C(O)=C(C(N)=O)C(=O)CC3CC21 (stereo unspecified) | 109 | 101 | 109 | 102 | 105 | 112 | 80 | 91
CCC(C)C(=O)O[C@H]1[C@H](O)C2C(CN3CC(C)CCC3[C@@]2(C)O)C2C[C@]34O[C@]5(O)C(OC(=O)C(C)(O)CC)CC[C@@]3(C)C5C(OC(C)=O)[C@@H](OC(C)=O)C4[C@@]21O (stereo partly specified) | 116 | / | 89 | 105 | 113 | 99 | 107 | 94
Sc1c(Cl)c(Cl)c(Cl)c(Cl)c1Cl | 110 | 114 | 110 | 91 | 102 | 98 | 70 | 97
COc1cc2c(O[C@@H]3OC[C@H](O)[C@H](O)[C@H]3O)c3c(c(-c4ccc5c(c4)OCO5)c2cc1OC)C(=O)OC3 | 53 | 39 | 74 | 69 | 80 | 90 | 53 | 22
CC(C(=O)c1ccc(Cl)cc1)N1CCCCC1 (stereo unspecified) | 106 | 88 | 110 | 110 | 97 | 97 | 102 | 108
C=C(C)C1(C)C(=O)NC(=O)NC1=O | 119 | 117 | 106 | 111 | 109 | 117 | 112 | 100
Cn1c(=O)c2ncnnc2n(C)c1=O | 108 | 115 | 130 | 111 | 106 | 111 | 103 | 102
COC(=O)C1C2c3ccccc3C(c3ccccc32)C1C(=O)OC (stereo unspecified) | 104 | 91 | 93 | 106 | 112 | 98 | 103 | 114
C#C[C@]1(O)CC[C@H]2[C@@H]3CC=C4C[C@@H](OC(=O)CCC5CCCCC5)CC[C@]4(C)[C@H]3CC[C@@]21C | 111 | 93 | 115 | 116 | 118 | 107 | 103 | 99
c1cc[n+](CCCCCCCCCC[n+]2ccccc2)cc1 | 76 | 97 | 110 | 106 | 105 | 99 | 101 | 103
O=[N+]([O-])c1cc([As](=O)(O)O)ccc1O | 111&111 | 105 | 114&105 | 107&119 | 116&120 | 105&96 | 109 | 99&103
COc1ccc2c(c1)NP(=S)(c1ccccc1)N2C (stereo unspecified) | 115 | 111 | 105 | 105 | 110 | 107 | 108 | 100
[N-]=[N+]=CC(=O)CCC(=O)C=[N+]=[N-] | 127 | 107 | 108 | 109 | 103 | 103 | 49 | 99
CC1(C)C(C(=O)c2cn(CCF)c3ccccc23)C1(C)C | 103 | 106 | 106 | 104 | 106 | 99 | 116 | 88
CCC(Br)(CC)C(=O)NC(N)=O | 107 | 101 | 101 | 114 | 111 | 116 | 110 | 113
CC(C)SP(=S)(SC(C)C)SC(C)C | 103 | 96 | 99 | 98 | 109 | 107 | 119 | 105
Oc1ccc(Br)cc1 | 101 | 106 | 110 | 108 | 101 | 116 | 109 | 111
CC(=O)OCC1OC([S-])C(OC(C)=O)C(OC(C)=O)C1OC(C)=O.[Au+].c1ccc(CN2[CH-]N(Cc3ccccc3)C(c3ccccc3)=C2c2ccccc2)cc1 | 11 | 72 | 34 | 70 | -96* | 67 | -67* | 22
CC(=O)OC1CCC2(C)C(CCC3C4CC(N5CC5)C(C(C)=O)C4(C)CC(=O)C32)C1 (stereo unspecified) | / | 105 | 100 | 107 | / | 95 | 109 | 91
CN1CC(=O)N(O)C1(C)c1cccnc1 (stereo unspecified) | 115 | 96 | 111 | 92 | 107 | 104 | 102 | 99
C/C(=C\c1ccn(-c2ccc(N)c(C(F)(F)F)c2)n1)[C@@H]1C[C@@H]2O[C@]2(C)CCC[C@H](C)[C@H](O)[C@@H](C)C(=O)C(C)(C)[C@@H](O)CC(=O)O1 | -13* | 23 | 55 | 45 | -0.8* | 0.3* | 40 | 28
CC[C@H](C)[C@H](NC(=O)NC(C)(C)C)C(=O)N(C)[C@H](C[C@@H](OC(C)=O)c1nc(C(=O)N[C@@H](Cc2ccccc2)C[C@H](C)C(=O)OC)cs1)C(C)C | 2.0* | 35 | 36 | 15 | -17* | 23 | 25 | 18
COC(=O)C(Br)C(C)Br (stereo unspecified) | 102 | 105 | 112 | 110 | 106 | 102 | 101 | 99
CNc1nn[nH]n1 | 115 | 105 | 99 | 108 | 106 | 108 | 126 | 106
Nc1ccc(CCc2ccc(Cl)cc2S(=O)(=O)F)c(Cl)c1 | 107 | 109 | 96 | 97 | 106 | 99 | 106 | 92
Cc1cc[n+](C(C)(C)C)o1 | 108 | 105 | 105 | 108 | 106 | 103 | 121 | 94
CC1([N+](=O)[O-])COP(=O)(NC2CC2)OC1 (stereo unspecified) | 123 | 105 | 109 | 114 | 129 | 107 | 131 | 114
N[C@@H]1C[C@H]1c1ccccc1 | 93 | 101 | 102 | 104 | 96 | 99 | 95 | 120
CCOc1cc(CN(CCCl)CCCl)cc(OCC)c1OCC | 111 | 95 | 102 | 106 | 95 | 104 | 94 | 107
CCCCCCCC[n+]1ccc2ccccc2c1 | 83 | 88 | 46 | 63 | 50 | 96 | 64 | 56
CCCCCCOc1ccc(C(=O)Oc2ccc(CSP(=O)(OCC3OC(n4cnc5c(N)ncnc54)CC3O)OC3C(CO)OC(n4ccc(=O)[nH]c4=O)C3OC)cc2)cc1 (stereo unspecified) | 103 | 125 | 99 | 107 | 106 | 104 | 96 | 102
[O-][Cl+3]([O-])([O-])O | 108 | 104 | 98 | 91 | 112 | 109 | 102 | 100
O=C(O)CCCO | 111 | 113 | / | 112 | 101 | 119 | 103 | 106
CSc1ccccc1NP1(=O)OCC(C)([N+](=O)[O-])CO1 (stereo unspecified) | 109 | 94 | 105 | 98 | 107 | 109 | 119 | 98
COc1ccc(/C=C/C(=O)c2nc3ccccc3n2Cc2ccc(F)cc2)cc1 | 69 | 84 | 79 | 74 | 81 | 64 | 83 | 77
O=C1CN(O)C(c2ccccc2)=c2cc(Cl)ccc2=N1 | 111&110 | 88&74 | 103&111 | 107&106 | 112&113 | 100&100 | 106&131 | 101&109
COc1ccccc1[As]=[As]c1ccccc1OC (stereo unspecified) | -90* | -93* | -85* | -100* | -93* | -72* | -77* | -83*
CCOP(=S)(OCC)N1CC1 | 119 | 110 | 100 | 116 | 127 | 95 | 119 | 100
C[C@]12C[C@H](c3ccoc3)OC(=O)[C@H]1CC[C@@]1(C)[C@@H]2[C@H]2C=C[C@]1(O)C(=O)O2 | 109 | 104 | 94 | 96 | 102 | 106 | 96 | 95
COc1cc(C=O)cc(OC)c1OC | 124 | 94 | 121 | 107 | 126 | 112 | 105 | 105

The list goes on.
compound | DU-145 | OVCAR-5 | OVCAR-4 | SK-OV-3 | OVCAR-3 | NCI/ADR-RES | IGROV1 | OVCAR-8
NC(CSP(=O)(O)O)=NCC12CC3CC(CC(C3)C1)C2 | 123 | 111 | 115 | 113 | 112 | 110 | 130 | 108
Clc1ccc(-c2csc3cccc[n+]23)cc1 | 98 | 102 | 102 | 94 | 96 | 109 | 79 | 100
O=C1NC(=O)C(=Cc2cccn2CCCCCCn2c3ccccc3c(=O)c3ccccc32)C(=O)N1 | 103 | 98 | 95 | 100 | 103 | 93 | 91 | 93
NC(N)=N/N=C\c1ccc(/C=N/N=C(N)N)cc1 | 135 | 102 | 112 | 102 | 112 | 100 | 75 | 109
CNC(=O)Oc1cc(C)c(OC(=O)NC)c(C)c1 | 127 | 103 | 96 | 114 | 161 | 98 | 113 | 83

Assay outcomes (PubChem)

These rows are one share of the data; count on the stated rates, not on these rows.
